High-throughput results from PubChem.
CHOP inhibitor = inhibitors of CHOP induction in ER stress response; CHO-K1 CHOP-promoter luciferase, tunicamycin-induced, 15-18 h; inhibition, % at 10 µM; 220,000 compounds, 3.8% hits; AID 2732;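 active = compounds that reduced the stress-induced luciferase reporter signal by more than about 70% of percent inhibition, limit read from the data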;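 note: 0% = tunicamycin plus vehicle and 100% = wells without tunicamycin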
zVAD death inh = blocks zVAD induced death of L929 cells; 220,000 compounds, 0.38% hits; viability rescue, % at 10 µM; L929 zVAD necroptosis rescue, ATP luminescence, 24 h; with zVAD 60 µM;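 active = activation, scaled between plate controls, above about 75%, limit read from the data; inactive = activation under that limit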;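 note: 0% = zVAD with DMSO and 100% = DMSO alone without zVAD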
TbHK1 inh = T. brucei hexokinase 1 inhibition; recombinant TbHK1, G6PDH-coupled NADH A340; inhibition, % at 10 µM; 220,000 compounds, 0.11% hits;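 active = inhibition of 50% or more in the single-dose primary screen; inactive = inhibition below 50%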
TNF death inh = blocks TNF-alpha induced death of Jurkat FADD-/- cells | activation (protection from cell death), % at 10 µM | Jurkat FADD-/- TNF necroptosis rescue, ATP luminescence, 24 h; 0 = TNF only, 100 = no-TNF cells | 220,000 compounds, 0.068% hits;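 active = activation, meaning protection from cell death, of at least 50% relative to plate controls; inactive = activation below 50%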;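 note: necroptosis triggered by 40 ng/mL TNF-alpha added together with compound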
FXIIa inh = inhibitors of human coagulation factor XIIa; P00748; purified FXIIa, Boc-QGR-AMC fluorogenic substrate, 2 h; inhibition, % at 5 µM; 220,000 compounds, 0.3% hits; AID 800; in the data active = inhibition above about 40%;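 note: 0% = enzyme with no compound and 100% = blank without enzyme; many of its hits are not listed in these tables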
PPC-1+TRAIL kill = kills PPC-1 cancer cells in the presence of TRAIL. PPC-1 cells + TRAIL, ATPLite viability luminescence. 220,000 compounds, 0.41% hits. cell killing (% activity), % at 4 µM;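 active = cell killing above 50% in the first pass at 4 µM, then a duplicate retest at 5 µM averaging 50% or more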;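 note: plate controls were cells with TRAIL plus DMSO for no effect and medium-only wells lacking cells for full effect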
Wee1 degr inh = blocks degradation of human Wee1 kinase. P30291. 220,000 compounds, 1.2% hits. reporter increase, % at 5 µM. HeLa Luc-Wee1K328M stability, luciferase luminescence; 100% = proteasome inhibitor MG132 effect. AID 1321;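 active = activation above the mean of all tested compounds plus 3 SD, set per screening run, cut at about 8.8% in these data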;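 note: cells exposed to compound for 20 h before luminescence read; 0% = DMSO alone and 100% = MG132 at 30 µM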
PGE2 EP2 inh = inhibitors of human EP2 prostaglandin E2 receptor; C6 glioma cells expressing human EP2, cAMP TR-FRET; cells stimulated with saturating PGE2; inhibition, % at 25 µM; 260,000 compounds, 0.52% hits; AID 1422;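 active = percent inhibition above 40 after rounding to a whole number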;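 note: rat C6 glioma host cells with rolipram phosphodiesterase inhibitor present; the protocol text gives 20 µM as final concentration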
Target sequence (P43116 whole entry, looked up): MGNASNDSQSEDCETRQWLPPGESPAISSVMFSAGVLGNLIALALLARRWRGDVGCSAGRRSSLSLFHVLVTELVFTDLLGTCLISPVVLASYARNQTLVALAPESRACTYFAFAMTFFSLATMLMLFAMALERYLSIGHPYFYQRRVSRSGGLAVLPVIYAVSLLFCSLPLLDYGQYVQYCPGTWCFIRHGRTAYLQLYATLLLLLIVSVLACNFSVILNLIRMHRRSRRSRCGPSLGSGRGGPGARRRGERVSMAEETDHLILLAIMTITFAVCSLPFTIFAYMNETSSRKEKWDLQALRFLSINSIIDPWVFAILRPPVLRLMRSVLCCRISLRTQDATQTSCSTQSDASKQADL
FXIa inh = inhibitors of human coagulation factor XIa. purified FXIa, Boc-Glu-Ala-Arg-AMC fluorogenic substrate. inhibition, % at 5 µM. 220,000 compounds, 0.14% hits. AID 798;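 active = inhibition of at least 40%; inactive = inhibition below 40%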;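 note: fluorescence of freed AMC excited at 355 nm; 0% = enzyme without compound and 100% = no enzyme blank; many of its hits are not listed in these tables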
Target sequence (P03951 19-387 limits assumed): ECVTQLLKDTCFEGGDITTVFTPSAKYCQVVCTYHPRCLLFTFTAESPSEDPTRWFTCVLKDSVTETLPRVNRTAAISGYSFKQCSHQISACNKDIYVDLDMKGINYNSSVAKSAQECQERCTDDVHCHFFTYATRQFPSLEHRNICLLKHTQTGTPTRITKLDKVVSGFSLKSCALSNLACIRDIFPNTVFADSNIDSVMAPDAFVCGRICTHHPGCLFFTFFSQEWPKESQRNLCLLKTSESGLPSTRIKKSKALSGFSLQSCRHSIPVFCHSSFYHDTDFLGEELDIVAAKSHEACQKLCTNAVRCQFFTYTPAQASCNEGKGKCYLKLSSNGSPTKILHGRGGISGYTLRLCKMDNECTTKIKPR
Target sequence (P03951 388-625 limits assumed): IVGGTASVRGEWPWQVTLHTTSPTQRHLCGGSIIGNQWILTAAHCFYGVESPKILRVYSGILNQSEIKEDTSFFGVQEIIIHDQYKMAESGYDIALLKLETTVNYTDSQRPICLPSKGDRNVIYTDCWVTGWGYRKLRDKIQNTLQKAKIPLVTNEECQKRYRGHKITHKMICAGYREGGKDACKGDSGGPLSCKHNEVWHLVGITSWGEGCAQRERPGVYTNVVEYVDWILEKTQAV
* hit, by the source's call; . = not tested or not shown; & = joins results of further samples. An excerpt; count on the stated rates, not on these rows.

SMILES	CHOP inhibitor	zVAD death inh	TbHK1 inh	TNF death inh	FXIIa inh	PPC-1+TRAIL kill	Wee1 degr inh	PGE2 EP2 inh	FXIa inh
COc1cccc(-c2nn(C)c3sc(C(=O)N4CCN(c5ccccc5)CC4)cc23)c1	8.1	3.5	-10.2	3.5	11.3	23.8	-0.6	15.1	3.3
Cc1ccccc1Cn1nnc(-c2ccc(C(=O)O)cc2)n1	17.9	3.2	1.2	0.7	5.0	16.6	4.0	3.9	-3.4
O=C(CN1CCN(C(=O)c2ccco2)CC1)Nc1ccc2c(c1)OCCO2	27.6	-0.4	-2.7	-0.8	8.0	8.8	-2.4	17.5	-0.7
CC(=O)Nc1ccc(N=C(C2=C(O)c3ccccc3C2=O)c2ccccc2)cc1	60.8	35.2	-5.1	-3.2	6.8	21.6	3.0	6.4	0.8
C/C=C/C=N/NC(=O)CN(c1ccc(Br)cc1)S(=O)(=O)c1ccccc1	37.1	0.8	-1.6	3.7	8.5	3.1	1.9	1.3	4.4
CC1(C)C(C=C(Cl)Cl)C1C(=O)N1CCN(c2ccccc2)CC1 (stereo unspecified)	78.4*	-0.1	2.7	-1.0	12.2	5.4	-1.5	11.1	-6.8
CC(C)CN(CC(C)C)S(=O)(=O)N1CCC(C(=O)NCc2ccccn2)CC1	-1.6	1.4	-2.9	-4.1	-8.8	8.7	-1.0	8.7	-7.0
Cn1nccc1CNC(=O)c1c(Cl)cnn1C	-1.6	1.1	-0.5	0.6	6.6	15.8	-0.8	4.2	4.1
CCc1cc(=O)[nH]c(-n2[nH]c(-c3ccccc3)cc2=O)n1	9.4	1.6	-6.1	0.1	9.2	2.7	-1.4	3.2	-8.7
COc1cccc(NC(=O)CSc2nc3c([nH]c4ccccc43)c(=O)n2C)c1	51.5	0.2	-5.0	-1.0	6.3	-0.3	0.3	6.2	-1.2
c1cc(C(c2nnnn2C2CCCC2)N2CCOCC2)ccn1 (stereo unspecified)	4.0	-0.3	3.7	-0.3	2.4	-5.1	-3.5	9.4	-0.3
O=C(CSc1nc(Cc2ccccc2)nc2ccccc12)Nc1ccc2c(c1)OCCO2	-16.0	2.0	-1.4	0.7	8.0	-6.2	-3.2	7.1&6.3	-2.2
c1csc(Cn2nnnc2CN2CCN(c3nc4ccccc4s3)CC2)c1	21.5	0.0	-3.3	-1.9	6.8	9.8	-1.3	14.5	-0.1
Cc1ccc(S(=O)(=O)N(C)CC(O)Cn2c3ccccc3c3ccccc32)cc1 (stereo unspecified)	100.9*	0.0	1.5	-0.4	11.1	13.2	-2.5	14.6	5.3
COc1cccc(/C(O)=C2/C(=O)C(=O)N(c3ccccn3)C2c2ccc(OC)c(OC)c2)c1 (stereo unspecified)	25.9	0.0	-16.1	-2.4	8.6	5.6	-0.5	4.4	0.5
COc1ccccc1NC(=O)COc1ccc(C(=O)NC2CCCc3ccccc32)cc1OC (stereo unspecified)	-5.0	1.7	-4.5	2.5	5.7	1.9	-1.2	1.4	-1.1
NC(=O)C1(N2CCCCC2)CCN(Cc2ccc(F)cc2)CC1	8.7	-0.9	23.9	0.3	11.2	-10.2	-0.6	3.3	-0.3
Nc1nc2nc(-c3ccc(F)cc3)cc(C(F)(F)F)n2n1	22.1	7.3	-14.7	-3.4	-24.1	12.6	-3.2	4.6	-21.4
Cc1ccc(S(=O)(=O)N2CCC(C(=O)N[C@@H](C)C(=O)NC3CCS(=O)(=O)C3)CC2)cc1 (stereo partly specified)	4.5	.	-0.5	1.5	14.5	8.3	1.3	5.0	8.5
COc1ccc(OC)c(C(=O)CSc2nnc(-c3cccnc3)n2C)c1	-8.9	0.1	-8.1	-0.2	-1.3	-4.6	-0.2	9.9	5.6
Nc1ccc(S(=O)(=O)Nc2ccc(Cl)nn2)cc1	-12.6	0.2	5.3	1.6	5.1	2.7	1.1	8.6&9.5	0.8
COc1cc(NC(=O)CSc2nnnn2-c2ccccc2)cc(OC)c1OC	20.8	-0.1	0.5	-1.2	9.1	13.2	-1.3	14.8	-3.2
O=C(NC(=S)Nc1ccc(CN2CCOCC2)cc1)c1ccco1	-9.5	0.9	-10.9	1.3	-3.6	4.0	10.4*	14.0	-0.8
CC(C)OC(=O)C1=C(N)N2C(=O)CSC2=C(C(=O)OC(C)C)C1	-16.0	0.1	-12.2	1.0	-5.3	10.8	-2.2	14.0	0.7
O=C(Nc1cccc(NC(=O)c2ccco2)c1)c1ccc([N+](=O)[O-])cc1	38.3	1.1	-1.0	0.3	4.3	-6.1	-1.9	12.2	-0.2
SMILES	CHOP inhibitor	zVAD death inh	TbHK1 inh	TNF death inh	FXIIa inh	PPC-1+TRAIL kill	Wee1 degr inh	PGE2 EP2 inh	FXIa inh
O=S(=O)(Cc1cc(NCc2ccccc2)nc(-c2ccncc2)n1)c1ccccc1	33.2	2.5	3.2	1.5	4.5	23.1	-1.9	4.9	6.5
CN(Cc1nc2ccccc2n1C)S(=O)(=O)c1ccc(Cl)cc1	9.4	-0.5	8.2	-1.1	6.5	17.2	0.7	17.6	-2.7
COC(=O)CSc1nnc(CNC(=O)c2ccco2)n1-c1ccc(F)cc1	-18.6	-0.3	5.2	-3.3	12.0	1.9	-1.4	4.7	8.3
Cc1ccc(-c2ccc(S(=O)(=O)NCc3ccco3)cc2)cc1	75.0*	0.5	-5.7	0.2	12.0	20.7	1.1	5.5	-1.0
CCOC(=O)N1CCN(C2OC(=O)c3ccccc32)CC1 (stereo unspecified)	12.6	-0.1	5.2	0.5	-9.4	-2.0	9.7*	.	-9.3
Cc1cc(C)n2cc(CSc3nc4ccccc4[nH]3)nc2n1	-5.1	11.7	3.0	2.5	5.8	13.1	1.5	6.7	-0.1
CCC[n+]1c(C)sc2c3c(ccc21)CCCC3	25.8	-1.4	-2.8	-3.6	1.3	9.4	3.0	10.9&1.4	-3.3
CCOc1ccccc1-n1c(SCC(=O)NC2CCCC2)nnc1-c1ccoc1C	3.7	-0.1	0.7	-0.3	6.8	-0.1	-1.5	9.2	15.8
O=C(Cn1cc([N+](=O)[O-])cn1)NCc1ccc(-n2cccn2)cc1	-3.6	20.2	-4.1	0.9	6.8	2.2	-3.2	2.6	-5.0
Cc1nc(N2CCCCC2)sc1C(=O)c1cccc([N+](=O)[O-])c1	-39.3	-1.3	-10.7	0.1	13.8	15.9	3.2	5.4	4.8
CCCOc1ccc(C(=O)NCC(c2cccs2)N(C)C)cc1OC (stereo unspecified)	17.3	1.0	-5.3	2.5	11.5	-2.8	7.2	4.2	-2.5
Cc1ccc(C(C)C)c(OCC(=O)N/N=C/C2CCCCC2)c1	100.8*	0.0	9.8	-0.3	27.8	-19.6	9.2*	1.9	27.6
Cc1ccc(Cl)cc1N1CCN(S(=O)(=O)c2c(C)[nH]c(=O)[nH]c2=O)CC1	2.1	-0.2	5.4	-3.4	-3.0	12.8	-1.5	0.8	-6.1
O/N=C1\CCCCc2ccccc21	29.1	0.3	1.2	-0.6	23.4	16.2	-1.5	9.4	1.2
O=C(O)C1Cc2ccccc2CN1C(=O)CCl (stereo unspecified)	-7.6	2.1	-0.4	-0.3	9.4	1.4	-0.6	5.1	3.6
CC(=O)Nc1ccc(Sc2ncccc2C(=O)Nc2ccc(OC(F)(F)F)cc2)cn1	42.8	79.5*	-7.4	-11.2	10.8	-5.0	-1.3	17.3	1.6
CCOC(=O)c1ccc(NC(=O)NS(=O)(=O)c2ccc(C)cc2)cc1	7.5	0.2	7.4	1.0	-1.0	16.6	-0.5	8.1	-7.2
COc1cc(/C=N/N=C2/NC(=O)C(c3ccccc3)S2)ccc1O (stereo unspecified)	-17.1	0.0	-44.9	-4.3	7.1	1.9	-1.7	.	-4.3
CC1=C(C(=O)NC2CCCCC2C)C2(CCC(C)CC2)OC1=O (stereo unspecified)	27.1	0.5	1.5	1.3	5.0	6.0	-1.6	14.1	-2.2
COc1ccc(C(=O)NNC(=O)Nc2ccc(Cl)cc2)cc1	1.6	80.6*	-0.5	1.2	.	2.4	-2.0	3.5	-6.0
Cn1c(SCC(=O)c2ccc3c(c2)OCCO3)nnc1C1CC1	-9.3	0.2	-11.3	-1.4	27.3	4.8	7.5	3.2	24.7
O=C(CN1CCN(c2ccc(F)cc2)CC1)Nc1cc(C(F)(F)F)ccc1Cl	41.0	-0.2	-1.9	-0.2	17.4	5.8	2.7	6.6	2.4
CC(C)C(=O)NNC(=O)c1c(O)c2ccccc2[nH]c1=O	58.1	0.4	-2.9	1.3	7.8	16.9	8.7	10.5&5.7	-1.4
O=C(N/N=C/c1ccc2c(c1)OCO2)c1cc2ccccc2o1	12.4	0.7	-11.3	-1.7	3.7	-1.0	1.1	7.6	2.0
CC1=C(C#N)C(c2ccc(O)cc2)C2=C(CC(C)(C)CC2=O)N1 (stereo unspecified)	-0.2	1.6	-16.5	0.8	12.7	9.4	-0.3	8.3	-0.8

Record cards, from the list above. Order of values: CHOP inhibitor | zVAD death inh | TbHK1 inh | TNF death inh | FXIIa inh | PPC-1+TRAIL kill | Wee1 degr inh | PGE2 EP2 inh | FXIa inh
Shown for O=C(N/N=C/c1ccc2c(c1)OCO2)c1cc2ccccc2o1 : 12.4 | 0.7 | -11.3 | -1.7 | 3.7 | -1.0 | 1.1 | 7.6 | 2.0
Shown for CCCOc1ccc(C(=O)NCC(c2cccs2)N(C)C)cc1OC (stereo unspecified) : 17.3 | 1.0 | -5.3 | 2.5 | 11.5 | -2.8 | 7.2 | 4.2 | -2.5
Shown for Cc1ccc(C(C)C)c(OCC(=O)N/N=C/C2CCCCC2)c1 : 100.8* | 0.0 | 9.8 | -0.3 | 27.8 | -19.6 | 9.2* | 1.9 | 27.6
Shown for CCOC(=O)c1ccc(NC(=O)NS(=O)(=O)c2ccc(C)cc2)cc1 : 7.5 | 0.2 | 7.4 | 1.0 | -1.0 | 16.6 | -0.5 | 8.1 | -7.2

Additional structures.
SMILES	CHOP inhibitor	zVAD death inh	TbHK1 inh	TNF death inh	FXIIa inh	PPC-1+TRAIL kill	Wee1 degr inh	PGE2 EP2 inh	FXIa inh
Cc1cc(C)n(S(=O)(=O)c2cccc(Cl)c2Cl)n1	.	0.7	-2.9	-0.7	.	1.9	1.4	7.6	.
Cc1cc(=O)oc(C)c1C(=O)NCC(C)NC(=O)c1c(C)cc(=O)oc1C (stereo unspecified)	31.1	-0.6	-4.5	0.0	16.9	19.4	0.2	5.2	1.7
CC(=O)Nc1ccc(N2CCOCC2)c(C(=O)Nc2cccc(C)c2)c1	33.5	-0.7	-5.0	1.6	17.6	-8.8	-2.4	4.9	4.0
O=C(CSc1nnc(-c2c[nH]c3ccccc23)n1CC1CCCO1)Nc1ccc2c(c1)OCCO2 (stereo unspecified)	26.2	-0.2	-4.8	-1.9	8.9	18.8	-0.3	-1.1	1.0
Clc1ccc(Cl)c(OCCCCNCc2ccccc2)c1	37.0	-0.1	18.3	3.7	12.4	20.6	-0.6	5.5	6.7
Cn1c(N)c(C(=O)COC(=O)C2(c3ccc(F)cc3)CCCC2)c(=O)n(C)c1=O	49.9	1.3	-4.6	-0.4	9.0	-1.6	-0.3	17.0	8.4
CCn1c(SCC(=O)NCc2ccco2)nc2cccnc21	12.3	0.4	0.8	-2.0	8.9	-9.7	0.2	14.2	-3.8
Cc1csc2ncc(C(=O)NCc3ccco3)c(=O)n12	11.6	0.8	-27.7	-2.3	24.0	13.2	0.8	-0.5	21.1
CCOC(=O)CNC(=O)N1CCCC(C(=O)c2ccccc2SC)C1 (stereo unspecified)	1.4	0.0	-1.4	-0.2	5.5	15.8	0.5	3.5	-4.3
Cc1c(NC(=O)CCC2CCCCC2)c(=O)n(-c2ccccc2)n1C	19.6	-0.3	-1.3	-0.4	18.6	27.8	-1.1	12.7	1.7
COC(=O)C1CCN(CC(=O)Nc2ccccc2Sc2ccccc2)CC1	66.6	0.2	-10.0	0.3	1.9	25.1	-4.0	5.9	-4.2
